Source: PubChem (several laboratories)
TcdB GH inh: inhibitors of Clostridioides difficile toxin B glycohydrolase; P18177; TcdB glycohydrolase enzymatic assay, plate reader; inhibition, % at 9.99 µM; actives 0.24% (n = 350,000); AID 652162; in the data active = inhibition above about 10%
VHR inh abs: DUSP3 (human) phosphatase inhibition | P51452 | recombinant VHR phosphatase, pNPP absorbance | inhibition, % at 13.3 µM | actives 0.52% (n = 290,000) | AID 1654; in the data active = inhibition above about 50%; note: some compounds called inactive have numbers as strong as hits
Target sequence (P51452 whole entry, looked up): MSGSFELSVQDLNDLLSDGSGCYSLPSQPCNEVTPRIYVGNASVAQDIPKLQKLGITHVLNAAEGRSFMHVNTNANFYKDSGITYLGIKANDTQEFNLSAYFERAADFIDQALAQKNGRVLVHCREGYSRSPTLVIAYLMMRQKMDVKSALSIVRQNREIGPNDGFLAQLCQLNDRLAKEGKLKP
3CLpro inhibitor: SARS-CoV 3CLpro protease inhibition; recombinant SARS-CoV 3CLpro, quenched FRET peptide cleavage; inhibition, % at 6 µM; actives 0.14% (n = 290,000); AID 1706; in the data active = inhibition above about 12%
PriA SSB inh: blocks PriA binding to SSB C-terminal tail; AlphaScreen SSBct-PriA binding, biotinylated peptide; inhibition, % at 33 µM; actives 0.6% (n = 430,000); in the data active = inhibition mostly above about 37%, no sharp cut-off; inactive = mostly below about 20%;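 note: plate controls were negative control peptide for no effect and reference peptide for full effect; strong numbers were not always called active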
PrPC TRFRET: cell surface PrPC inhibition, primary TR-FRET screen; P04156; TR-FRET read-out; inhibition, % at 13.8 µM; actives 0.43% (n = 370,000); AID 720596; in the data active = inhibition above about 24%; note: 0% = median of the test wells and 100% = reference compound wells
MazF activator: MazEF (E. coli) toxin RNase activation; FAM/BHQ RNA-DNA oligo cleavage fluorescence, 5 h; actives 0.32% (n = 350,000); AID 504720; P0AE70; activation, % at 20 µM; in the data active = activation above about 50%
Target sequence (P0AE70 whole entry, looked up): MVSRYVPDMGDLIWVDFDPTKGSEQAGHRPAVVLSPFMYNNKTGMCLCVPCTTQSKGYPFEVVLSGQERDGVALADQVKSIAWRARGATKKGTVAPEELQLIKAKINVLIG
Y pestis TopoI: Y. pestis Topo-I inhibition via cleavage products; actives 0.064% (n = 360,000); AID 504884; Y. pestis Topo-I cleavage product accumulation, plate reader; activity, % at 10 µM; in the data active = activity above about 50%, passing the limit was not always enough; note: inactives centre near 2
CCHFV vOTU inh: CCHFV vOTU protease inhibition; Pep-AMC fluorescence; inhibition, % at 11.5 µM; actives 0.55% (n = 370,000); in the data active = inhibition above about 30%; note: 0% = vehicle wells with enzyme and 100% = no enzyme wells
Rv3671c protease: inhibitors of M. tuberculosis serine protease Rv3671c. P9WHR9. inhibition, % at 5.96 µM. actives 0.048% (n = 320,000); in the data active = inhibition above about 38%;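 note: extracellular domain of Rv3671c used as enzyme; 0% = enzyme with DMSO and 100% = no enzyme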
Target sequence (P9WHR9 whole entry, looked up, the tested form may be a part): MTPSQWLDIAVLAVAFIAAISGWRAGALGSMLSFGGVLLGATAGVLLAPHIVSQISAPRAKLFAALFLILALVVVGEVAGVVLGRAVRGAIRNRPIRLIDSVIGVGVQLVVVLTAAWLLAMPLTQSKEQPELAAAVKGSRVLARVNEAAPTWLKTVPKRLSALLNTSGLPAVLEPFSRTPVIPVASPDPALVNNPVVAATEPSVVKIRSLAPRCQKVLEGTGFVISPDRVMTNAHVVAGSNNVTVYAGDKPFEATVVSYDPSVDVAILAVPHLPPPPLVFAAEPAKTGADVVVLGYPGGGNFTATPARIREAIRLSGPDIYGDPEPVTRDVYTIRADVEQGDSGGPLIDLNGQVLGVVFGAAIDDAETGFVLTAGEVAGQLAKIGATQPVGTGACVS
Vc quorum ag: inducers of Vibrio cholerae quorum light production without autoinducers; V. cholerae BH1578 lux reporter, luminescence, 6 h; activation, % at 18.7 µM; actives 0.16% (n = 350,000); in the data active = activation mostly above about 9.7%, no sharp cut-off; note: not every result past the cut was called active; inactives centre near 0; reference of the scale not given here
The depositor's hits bear a star; i = inactive; · = no result given; & = joins results of further samples. Only part of the results is shown (hit frequency here may not be typical).

SMILES	TcdB GH inh	VHR inh abs	3CLpro inhibitor	PriA SSB inh	PrPC TRFRET	MazF activator	Y pestis TopoI	CCHFV vOTU inh	Rv3671c protease	Vc quorum ag
O=C(O)CCn1c(-c2ccccc2)cc2c1CCCC2=O	0.2	-12.0	3.7	-1.1	3.1	6.1	-2.1	11.8	6.3	-0.2
Cc1nc(=S)c2c([nH]1)-c1ccccc1CC21CCCCC1	-0.4	12.0	0.8	5.9	4.1	1.7	6.1	-12.3	8.3	-0.7
Cc1ccc(-c2nc(CS(=O)CC(=O)NCCN3CCCCC3C)c(C)o2)cc1 (configuration not stated)	1.1	2.3	-1.6	-3.7	-0.5	4.3	-3.0	8.5	-7.8	-0.3
CC1Cc2ccccc2N1CC(=O)Nc1ccc2c(c1)OCCCO2 (configuration not stated)	0.5	·	·	-0.1	0.8	4.9	15.5	1.1	3.7	-0.4
O=C(Nc1cccc2ccccc12)c1ccc(Cn2cc(Cl)cn2)cc1	·	20.9	0.0	0.6	9.3	1.8	23.3	8.6	-4.7	-0.2
Cc1ccc(S(=O)(=O)N2CCCC(C(=O)NCCc3ccc4c(c3)OCO4)C2)cc1 (configuration not stated)	·	6.7	-0.2	-13.8	9.4	3.5	-2.2	5.2	-0.1	0.3
CCc1cc2cc(C)ccc2nc1SCC(=O)NC1CCCC1	-0.2	21.1	4.4	-25.1	-3.4	-9.3	14.2	19.5	-3.5	-0.6
COc1ccc(Cl)cc1S(=O)(=O)N1CCC(C(=O)NCc2ccccn2)CC1	2.5	·	·	-6.8	-6.2	4.4	2.2	-5.8	5.2	i
O=C(O)CC(NC(=O)C1c2ccccc2Oc2ccccc21)c1ccc(OC2CCCC2)cc1 (configuration not stated)	-0.6	7.2	6.0	-5.9	13.7	-1.2	18.5	32.9*	-4.5	i
O=C(Nc1cccc(Cl)c1Cl)C1CCCO1 (configuration not stated)	0.7	12.7	-1.2	8.3	5.5	-16.3	1.2	5.2	0.7	-0.7

Some of the entries so far, with values under each structure.
Below each SMILES – TcdB GH inh, VHR inh abs, 3CLpro inhibitor, PriA SSB inh, PrPC TRFRET, MazF activator, Y pestis TopoI, CCHFV vOTU inh, Rv3671c protease, Vc quorum ag
O=C(O)CCn1c(-c2ccccc2)cc2c1CCCC2=O
    0.2, -12.0, 3.7, -1.1, 3.1, 6.1, -2.1, 11.8, 6.3, -0.2
Cc1nc(=S)c2c([nH]1)-c1ccccc1CC21CCCCC1
    -0.4, 12.0, 0.8, 5.9, 4.1, 1.7, 6.1, -12.3, 8.3, -0.7
Cc1ccc(-c2nc(CS(=O)CC(=O)NCCN3CCCCC3C)c(C)o2)cc1 (configuration not stated)
    1.1, 2.3, -1.6, -3.7, -0.5, 4.3, -3.0, 8.5, -7.8, -0.3
CC1Cc2ccccc2N1CC(=O)Nc1ccc2c(c1)OCCCO2 (configuration not stated)
    0.5, ·, ·, -0.1, 0.8, 4.9, 15.5, 1.1, 3.7, -0.4
O=C(Nc1cccc2ccccc12)c1ccc(Cn2cc(Cl)cn2)cc1
    ·, 20.9, 0.0, 0.6, 9.3, 1.8, 23.3, 8.6, -4.7, -0.2
Cc1ccc(S(=O)(=O)N2CCCC(C(=O)NCCc3ccc4c(c3)OCO4)C2)cc1 (configuration not stated)
    ·, 6.7, -0.2, -13.8, 9.4, 3.5, -2.2, 5.2, -0.1, 0.3
CCc1cc2cc(C)ccc2nc1SCC(=O)NC1CCCC1
    -0.2, 21.1, 4.4, -25.1, -3.4, -9.3, 14.2, 19.5, -3.5, -0.6
COc1ccc(Cl)cc1S(=O)(=O)N1CCC(C(=O)NCc2ccccn2)CC1
    2.5, ·, ·, -6.8, -6.2, 4.4, 2.2, -5.8, 5.2, i
O=C(O)CC(NC(=O)C1c2ccccc2Oc2ccccc21)c1ccc(OC2CCCC2)cc1 (configuration not stated)
    -0.6, 7.2, 6.0, -5.9, 13.7, -1.2, 18.5, 32.9*, -4.5, i
O=C(Nc1cccc(Cl)c1Cl)C1CCCO1 (configuration not stated)
    0.7, 12.7, -1.2, 8.3, 5.5, -16.3, 1.2, 5.2, 0.7, -0.7

Continuation.
SMILES	TcdB GH inh	VHR inh abs	3CLpro inhibitor	PriA SSB inh	PrPC TRFRET	MazF activator	Y pestis TopoI	CCHFV vOTU inh	Rv3671c protease	Vc quorum ag
CCOCCCNC(=O)Cn1nc(-c2ccc(OC)c(OC)c2)ccc1=O	0.5	·	·	·	-5.3	7.5	-9.9	8.4	·	-1.3
CN1C(=O)/C(=C\c2ccc(-c3ccccc3)o2)SC1=S	2.5	29.7	-0.2	8.4	-4.6	-185.5	-3.7	7.0	-5.2	-0.3
CCOC(=O)c1sc(NC(=O)CNCc2cccnc2)c(C(=O)OCC)c1C	0.3	30.1	-3.8	-8.1	-0.2	9.6	2.9	-6.4	-2.9	-0.1
Cc1nc2c3ccccc3nc(SCC(=O)c3ccc(Cl)cc3)n2n1	·	-8.5	-3.0	1.3	2.9	13.9	14.2	-7.7	-15.2	-0.4
O=C(Nc1ccc(C(=O)c2ccc(C(=O)O)c(C(=O)O)c2)cc1)c1ccccc1	0.1	20.7	5.6	-16.0	0.0	6.3	1.3	-10.1	-4.4	-0.4
COc1ccc(C2CC(=O)n3nc(C45CC6CC(CC(C6)C4)C5)nc3S2)cc1OC (configuration not stated)	·	22.7	-0.7	-9.0	-1.2	1.3	-4.5	9.2	-9.7	-0.4
CCC(=O)c1ccc(OCC(O)Cn2c(C)nc3ccccc32)cc1 (configuration not stated)	·	-11.2	-7.3	-18.6	7.1	2.0	-2.1	14.3	8.5	2.5
O=C(O)/C=C\C(=O)NC1CCCCC1	·	-7.4	3.2	-11.4	1.4	5.8	0.2	-8.6	-14.4	0.2
CC1CCN(CC2C(=O)O[C@@H]3C[C@@]4(C)CCC[C@H](C)C4=C[C@H]23)CC(C)(C)C1 (some centres not stated)	0.3	-1.6	-0.8	-3.2	-6.8	-3.5	30.8	2.7	-7.8	-1.2
CCCCCCn1c(=O)c(C(=O)Nc2ncccc2C)c(O)c2ccccc21	0.6	-7.4	-3.5	-17.8	-8.6	6.3	-1.9	7.7	-0.2	0.4
Cc1ccc(N2C(=O)CC(Nc3ccc(Cl)c(S(=O)(=O)N(C)C)c3)C2=O)c(C)c1 (configuration not stated)	0.4	29.7	-0.4	-7.5	5.0	6.7	4.4	1.2	0.2	i
COc1cc(/C=C(/C#N)c2nc3ccccc3[nH]2)ccc1OCC(=O)Nc1ccccc1C(C)C	·	17.8	5.0	-8.5	-1.0	38.2	-7.5	-12.6	-15.9	i
CCc1ccc(NS(=O)(=O)c2ccc3[nH]cc(C(=O)NCC4CCCO4)c(=O)c3c2)cc1 (configuration not stated)	·	12.0	-2.5	0.6	3.8	10.4	12.7	19.4	-47.1	3.9
COC(=O)C1=C(C)NC(=O)/C1=C\c1cc(C)n(-c2ccccc2)c1C	-1.9	24.5	-3.4	2.2	-6.6	-2.9	6.5	18.1	10.9	-0.3
CCC(C)NC(=O)CCc1nnc2ccc(N3CCC(C)CC3)nn12 (configuration not stated)	1.3	-11.9	1.0	3.7	4.5	3.5	2.8	12.3	10.6	i
S=c1[nH]nc(-c2cc(-c3ccccn3)nc3ccccc23)o1	0.9	7.2	0.3	-3.8	-20.2	-5.0	-2.8	6.5	0.7	-0.5
COc1ccc(OC)c(NC(=O)CSc2nc3[nH]c(=O)[nH]c(=O)c3s2)c1	-5.0	·	·	-2.6	12.7	-3.8	4.8	2.2	·	0.8
COc1ccc(C(C(=O)NCCC(C)C)N(CCO)C(=O)c2snc(C(N)=O)c2N)cc1OC (configuration not stated)	-0.8	3.5	1.8	4.8	-3.0	-13.0	8.7	-21.9	4.2	-0.3
Cc1ccccc1Oc1ncnc2oc(-c3ccccc3)cc12	·	3.2	2.8	-18.0	-0.9	-2.2	-5.8	1.8	0.2	i
C/C=C\C=C/C(=O)Nc1cccc(C2=NOC3(C2)C[C@@H](C(N)=O)N(C(=O)[C@H]2CCC(=O)N2)C3)c1 (some centres not stated)	·	-26.9	·	-11.8	·	1.1	20.8	·	-14.8	-0.3
O=P(Cc1nnco1)(c1ccccc1)c1ccccc1	·	41.4	-0.6	5.3	-3.5	-1.3	1.5	-5.9	3.7	-2.0
CCOCCCNC(=O)c1c(C)c(C(=O)OCC)n(C)c1C	·	-5.0	4.4	-16.6	-8.6	0.7	-5.0	2.0	7.0	2.5
C[C@@H]1CN([C@H](C)CO)C(=O)Cc2cc(NS(=O)(=O)c3ccc(Cl)cc3)ccc2O[C@H]1CN(C)Cc1ccc(C(F)(F)F)cc1	·	·	·	21.2	·	3.0	34.9	·	-12.6	-0.6
O=C1/C(=C/c2cccnc2)SC(=S)N1CCc1ccccc1	0.0	-4.3	1.1	-1.4	6.0	-2.6	3.2	-1.8	-0.9	-0.6
COCCn1c(N)c(N(Cc2ccccc2)C(=O)c2ccc(C#N)cc2)c(=O)[nH]c1=O	0.5	9.8	6.0	-14.4	11.1	-11.9	5.8	6.6	6.4	3.0
CC(C)COC(=O)N(C)C[C@@H]1OCc2cnnn2CCCC(=O)N([C@@H](C)CO)C[C@H]1C	0.1&-0.1&0.1	·	·	·	2.4	4.9	8.1	3.9	·	-0.4
CCCCN1CC(C)(C)[C@H](CC(=O)NC)C1=O	1.2	·	·	·	0.5	2.6	4.1	-3.4	·	-0.5
Cc1ccc(NC(=S)/C(C#N)=C2/Nc3ccccc3S2)cc1	-0.6	·	·	·	6.7	-13.0	-5.8	21.2	·	-0.3
Cc1ccc(CNC(=O)COC(=O)c2cc3c(s2)CCC(C)C3)cc1 (configuration not stated)	·	9.0	3.4	-0.5	0.4	-20.9	-8.9	-13.6	-19.5	i
CC(C)C(=O)Nc1ccc(C(=O)CSc2nnc(C3CC3)n2C2CC2)cc1	-1.0	·	·	1.9	4.8	3.1	8.0	15.0	8.1	i
CSc1nc2ccc(NC(=O)c3ccc(=O)[nH]c3)cc2s1	2.2	20.4	-2.8	-8.3	-12.0	8.9	0.2	10.5	-6.3	-0.4
CC(C)(C)c1ccc(C(=O)NCC(=O)NCc2ccccn2)cc1	-0.5	·	·	-4.0	4.8	5.4	-5.1	2.1	-7.8	i
Cc1c(C)n(CCC#N)c2ccccc12	·	-5.7	-0.6	10.2	-2.4	4.1	4.2	-6.2	2.6	-0.3
Cc1ccc2c(c1)Oc1ccccc1C=C2C(=O)O	3.4	11.1	4.2	-13.3	4.4	-1.5	4.1	5.9	3.9	i
CCN(CC(=O)Nc1ccccc1C(F)(F)F)C(=O)C1CC(=O)N(Cc2ccccc2)C1 (configuration not stated)	1.3	·	·	-6.0	-0.2	2.7	-3.2	-4.0	2.4	5.0
CC(NC(=O)CSc1nc(=O)cc(N)n1CCc1ccccc1)c1ccccc1 (configuration not stated)	·	37.0	-0.9	-14.7	-4.1	1.9	-3.2	-4.1	-1.5	-0.3
O=C(COc1ccccc1F)c1ccc(O)cc1O	·	21.9	-2.5	-11.0	-0.6	9.2	2.9	14.9	-12.6	1.4
CC1CCCN(C(=O)CNC(=O)c2cccs2)C1 (configuration not stated)	-0.3	·	·	-11.0	-5.9	4.5	2.9	-3.0	4.7	i
COC(=O)[C@H]1CCCN1C(=O)Nc1cccc(Oc2c(F)c(F)c(F)c(F)c2F)c1	·	-1.0	2.5	-16.4	9.9	0.6	15.6	4.6	-3.2	i
COc1cc(C(=O)NNC(=O)CCOc2ccccc2C)cc(OC)c1OC	0.7	·	·	-8.1	-5.0	0.8	3.9	5.2	1.2	i
CCON1C(=O)C(C)(C)N(OCC)C(=O)C1(C)C	1.7	-4.0	2.3	-12.7	-6.7	-2.0	6.3	4.5	1.9	-0.6
O=C(NCc1ccccn1)c1ccccc1Cl	·	-9.2	-5.5	-10.2	2.0	1.3	-10.1	-3.3	-0.9	-1.8
C=CCc1ccccc1OCC(O)CNC(=O)c1ccccc1C(=O)O (configuration not stated)	1.5	-3.2	-0.7	-0.3	6.4	-1.4	7.6	-5.5	-4.0	-0.7
O=C1CC(N2CCN(c3ccc(F)cc3)CC2)C(=O)N1Cc1ccc(N2CCCC2=O)cc1 (configuration not stated)	·	6.4	0.0	2.2	-3.6	-5.8	16.0	11.9	·	4.8
Nc1c(C(=O)OCC2CCCO2)c2nc3ccccc3nc2n1-c1ccc2c(c1)OCCO2 (configuration not stated)	·	23.8	-4.6	-16.0&-4.7	-10.7	3.2	·	1.5	-0.6	·
